Bioassay records as filed in PubChem.
MBD2 inh: inhibitors of MBD2 binding to methylated DNA, primary screen, biochemical, TR-FRET, DNA-binding domain, human | Methyl-CpG-binding domain protein 2 (Homo sapiens), Q9UBB5 | MBD2 binding to methylated oligonucleotide | inhibition, % at 4.4 µM | hit rate 0.31% among 370,000 | AID 686964, 2013; in the data active means inhibition above about 13%
Target sequence (Q9UBB5 whole entry, looked up, the tested form may be a part): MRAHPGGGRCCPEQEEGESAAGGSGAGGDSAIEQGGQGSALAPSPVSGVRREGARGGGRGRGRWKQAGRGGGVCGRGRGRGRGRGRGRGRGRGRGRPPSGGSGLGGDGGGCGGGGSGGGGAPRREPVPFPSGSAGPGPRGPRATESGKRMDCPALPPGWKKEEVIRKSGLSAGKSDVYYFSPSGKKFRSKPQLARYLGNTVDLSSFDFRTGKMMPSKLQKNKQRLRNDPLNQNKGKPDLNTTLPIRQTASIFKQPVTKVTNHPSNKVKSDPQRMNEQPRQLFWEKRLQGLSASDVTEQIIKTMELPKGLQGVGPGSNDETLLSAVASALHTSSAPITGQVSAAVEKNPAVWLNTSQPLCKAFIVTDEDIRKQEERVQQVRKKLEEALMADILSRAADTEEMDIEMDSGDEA
TDP2 absorb: human TDP2 enzyme inhibitors, primary screen, biochemical, epi absorbance, recombinant enzyme | Tyrosyl-DNA phosphodiesterase 2 (Homo sapiens), O95551 | T5PNP hydrolysis, p-nitrophenol absorbance 415 nm | inhibition, % at 12.8 µM | hit rate 0.34% among 370,000 | AID 720702, 2013;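 active means inhibition above the mean of all tested compounds plus 3 SD, set per campaign, cut at about 25% in these data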;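 further: 0% = DMSO with enzyme and 100% = buffer with substrate but no TDP2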
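Test system: Human TDP2 enzyme | Reagent: 5 mM T5PNP | Compound dosing: 12.8 µM single point, 1% DMSO | Incubation: Enzyme reaction with compound for 2 h at 37 °C | Technique: p-Nitrophenol epi absorbance | Read-out: % inhibition relative to enzyme-containing and enzyme-free wells | Benchmarks: High control without enzyme, low control DMSO plus TDP2 | Replicates: Singlicate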
SIAE inh: human SIAE inhibitors, primary screen, biochemical, fluorescence polarization, FP-Rh probe, 1536-well HTS. SIAE FP-Rh probe binding. inhibition, % at 9.66 µM. hit rate 0.69% among 370,000. AID 1053197, 2014. Sialate O-acetylesterase (Homo sapiens), Q9HAT2;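 active means inhibition above a cutoff: mean of compounds within the control limits plus 3 SD of those, cut at about 17% in these data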;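 further: 0% = plate median of compound wells and 100% = probe without SIAE protein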
UHRF1 MBD2 ctr: UHRF1 methylated DNA binding inhibitors, primary screen, counter-screen for MBD2 inhibitor project, biochemical, TR-FRET, human UHRF1, single concentration. E3 ubiquitin-protein ligase UHRF1 (Homo sapiens), Q96T88. UHRF1 binding to methylated oligo. inhibition, % at 4.4 µM. hit rate 0.75% among 370,000; in the data active means inhibition above about 21%;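 further: UHRF1 SRA domain binding a hemimethylated CpG hairpin DNA probe; 0% = median of test compound wells and 100% = reference inhibitor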
KLK7 zymogen act: proKLK7 zymogen activators, primary screen, biochemical, fluorescence intensity; purified proKLK7, EDANS-DABCYL substrate fluorescence; 100% is mature enzyme control, 0% vehicle; Kallikrein-7 (Homo sapiens), P49862; AID 652039, 2013; hit rate 0.9% among 370,000; activation, % at 7 µM;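 active means activation above the mean of all tested compounds plus 3 SD, computed per campaign excluding outliers beyond control limits, cut at about 13% in these data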
Target sequence (P49862 whole entry, looked up): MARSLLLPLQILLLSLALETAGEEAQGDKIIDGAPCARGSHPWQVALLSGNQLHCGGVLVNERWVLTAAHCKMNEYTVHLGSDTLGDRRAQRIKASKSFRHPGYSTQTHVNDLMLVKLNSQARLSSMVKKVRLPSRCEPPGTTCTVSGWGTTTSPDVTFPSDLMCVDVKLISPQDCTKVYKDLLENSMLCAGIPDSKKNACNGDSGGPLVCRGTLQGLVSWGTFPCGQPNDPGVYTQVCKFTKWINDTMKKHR
PRMT1 FP inh: PRMT1 methyltransferase inhibitors, primary screen, biochemical, fluorescence polarization; recombinant PRMT1, activity-based probe fluorescence polarization; AID 652257, 2013; inhibition, % at 2.79 µM; Protein arginine N-methyltransferase 1 (Homo sapiens), Q99873; hit rate 1.3% among 370,000;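 active means inhibition above about 21% made by adding two undisclosed values, limit read from the data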
Target sequence (Q99873 whole entry, looked up): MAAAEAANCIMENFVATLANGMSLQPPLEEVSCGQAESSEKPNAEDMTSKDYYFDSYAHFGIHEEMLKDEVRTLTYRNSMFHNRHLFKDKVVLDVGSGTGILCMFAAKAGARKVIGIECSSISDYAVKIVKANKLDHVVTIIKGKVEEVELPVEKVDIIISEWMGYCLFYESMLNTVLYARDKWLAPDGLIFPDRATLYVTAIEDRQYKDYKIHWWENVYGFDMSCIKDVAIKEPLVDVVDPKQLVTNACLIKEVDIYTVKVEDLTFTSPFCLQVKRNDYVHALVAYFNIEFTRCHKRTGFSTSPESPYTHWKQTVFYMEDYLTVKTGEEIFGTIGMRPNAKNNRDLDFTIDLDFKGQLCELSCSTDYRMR
TCR-CD3 inh: inhibitors of human TCR-CD3 interaction, primary screen, biochemical, fluorescence, TAMRA-labeled TCR probe; T-cell receptor (TCR); hit rate 0.37% among 360,000; AID 651800, 2012; inhibition, % at 9.4 µM; in the data active means inhibition above about 19%;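 further: recombinant mutant TCR 2C K166C tagged with TAMRA read by polarization; 0% = receptor in buffer alone and 100% = receptor with positive control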
DDE Tn7 FP inh: inhibitors of Tn7 peptide binding to fibrin DD(E), primary screen, biochemical, fluorescence polarization, human fibrin, Tn7 probe; inhibition, % at 8.3 µM; hit rate 0.13% among 370,000; Fibrinogen beta chain (Homo sapiens), P02675; FP displacement of FITC-Tn7 peptide from fibrin DD(E); 0% = median of compound wells per plate;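 active means inhibition above the mean of compounds falling within the control limits plus 3 SD of them, cut at about 14% in these data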;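 further: 0% = plate median of compound wells and 100% = 10 µM Aha-Tn7 peptide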
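Assay system: human fibrin DD(E). Input: DD(E) 2 µM final. Medium: Tris buffer with calcium and detergent, pH 7.8. Compound dosing: single point at 8.3 µM. Timing: 10 min plus 3 h, room temperature. Technique: fluorescence polarization of the labelled Tn7 tracer. Read-out: percent inhibition. Replicates: singlicate testing.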
LEDGF integ inh: blockers of LEDGF/p75-dependent integrase strand transfer – biochemical, TR-FRET, high throughput, primary screen. inhibition, % at 3.7 µM. hit rate 0.64% among 370,000. AID 743269, 2014. TR-FRET IN-LEDGF/p75 DNA integration, Eu/Cy5. HIV-1 integrase (with human LEDGF/p75);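 active means inhibition above the screen-wide mean plus 3 SD, cut at about 13% in these data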;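 further: signal is the Cy5 over europium emission ratio at 671 and 618 nm; 0% = plate median of compound wells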
DDE Tn6 FP inh: inhibitors of Tn6 peptide binding to fibrin DD(E), primary screen, biochemical, fluorescence polarization, human fibrin, Tn6 probe; Fibrin DD(E) TRITC-Tn6 fluorescence polarization displacement; hit rate 0.21% among 370,000; inhibition, % at 8.3 µM; AID 720509, 2013;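 active means inhibition above a per-campaign cutoff: mean of compounds within control limits plus 3 SD, cut at about 15% in these data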;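 further: 0% = median of all compound wells on the plate and 100% = blocking peptide control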
* marks the source's active call; other numbers are inactive results; nt = not tested or not shown. Hits appear at their usual frequency; any-hit rate near 4.6%.

SMILES	MBD2 inh	TDP2 absorb	SIAE inh	UHRF1 MBD2 ctr	KLK7 zymogen act	PRMT1 FP inh	TCR-CD3 inh	DDE Tn7 FP inh	LEDGF integ inh	DDE Tn6 FP inh
COc1ccc(CNCc2cccn2C)cc1	-2	-8	6	-2	0.5	1	-7	1	-4	6
CC(=O)NCCOc1ccc2oc3ccccc3c2c1	1	-2	1	1	-0.3	1	2	5	1	-4
O=C(COc1ccc(Cl)cc1)Nc1ccc2[nH]ncc2c1	-3	-15	2	1	0.1	0	-5	-2	-2	2
O=C(NCc1ccccc1)C1Cc2c(-c3cccc(F)c3)ccnc2O1 (configuration not stated)	-4	-4	4	2	0.5	2	-1	-10	-2	4
O=C(Nc1ccccn1)C1COc2ccccc2O1 (configuration not stated)	3	8	-1	1	-0.7	-3	-3	4	1	2
O=S1(=O)c2c(F)cccc2OC(COc2ccccc2)CN1CCc1ccc(F)cc1 (configuration not stated)	1	-6	-8	11	0.1	2	12	2	2	-4
CS(=O)(=O)N(CC(=O)Nc1cc(Cl)ccc1Cl)c1ccccc1	2	3	2	6	-0.9	-2	3	-4	0	-1
CCNC(=O)O/N=C1\CCCCC1c1ccc([N+](=O)[O-])cc1[N+](=O)[O-] (configuration not stated)	-4	-5	10	-5	0.3	4	6	-6	3	-5
COc1ccc(S(=O)(=O)NCC(=O)N2CCN(c3ccccn3)CC2)c(OC)c1	3	8	0	0	0.4	18	nt	-1	-4	3
CCN(CC)C(=O)[C@H]1C[C@H](CC(=O)NCc2ccc(OC)c(OC)c2)C(=O)N2CCc3c([nH]c4ccc(Cl)cc34)[C@]12C	3	-10	15	-1	1.0	-3	7	6	1	3
COc1ccc(CNc2ncc(-c3ccc(F)cc3)n2C)cc1OC	1	-1	-1	2	0.2	-1	-4	-1	1	3
CCNS(=O)(=O)c1ccc(CCC(=O)N2CCCC2)cc1	-10	-15	-7	5	0.0	-3	0	-4	5	-7
Cc1nn(-c2ccccc2)c2sc(C(=O)NC3CCCCCCC3)cc12	1	-4	-1	4	0.0	-1	nt	-2	1	-6
Fc1cccc(-n2c(-c3ccco3)nc3nc4ccccc4nc32)c1	2	5	-3	-3	0.2	-1	1	1	-2	0
Cc1ccccc1OCC(=O)Nn1c(COc2ccccc2)nc2ccccc2c1=O	1	-3	0	-2	-0.2	-1	2	-1	4	-14
COc1ccc(CCN2C(=O)c3ccncc3C2=O)cc1OC	-3	1	1	2	-0.2	1	-5	-1	-3	2
Cc1sc2nc(-c3ccccc3)oc(=O)c2c1C	5	5	-15	3	0.0	4	-8	3	-6	0
CCCOC(=O)c1ccc(NC(=O)c2cc(OC)c(OC)c(OC)c2Br)cc1	-4	-10	-2	-5	0.1	-1	4	5	-5	6
CC(=O)N1c2ccc(S(=O)(=O)NCCC(=O)Nc3ccc(F)cc3)cc2CC1C (configuration not stated)	2	3	1	-3	0.7	-2	0	-3	2	0
COc1ccc(NC(=O)CSc2nncs2)cc1S(N)(=O)=O	-1	9	8	-2	-0.6	-4	1	2	4	-4
O=C(COC(=O)[C@@H]1CC(O)CN1S(=O)(=O)c1ccccc1[N+](=O)[O-])Nc1ccc2ccccc2c1 (some centres not stated)	-2	3	-8	-1	0.2	0	-8	2	3	0
O=C(Nc1ccc(O)cc1)/C(=C/c1ccco1)NC(=O)c1ccccc1	-3	-7	-7	1	0.7	9	-2	1	-11	-8
O=C(NCc1cn2ccsc2n1)c1cccc(C(F)(F)F)c1	-4	-1	-4	-3	0.3	-2	5	5	-1	-1
CCS(=O)(=O)Nc1ccc(-c2nc3cccnc3s2)cc1	-1	-16	3	-6	64*	0	-1	2	-2	0
CC(C)C(C(=O)NC(C)(C)C)N(CCN1CCOCC1)C(=O)CNS(=O)(=O)c1ccccc1 (configuration not stated)	-4	-9	13	1	0.5	-8	0	-3	1	6
O=C(CNC(=O)c1ccc2c(c1)OCCO2)N/N=C/c1ccc(O)cc1O	-1	-14	5	0	-8.6	3	-1	-1	-8	11
CC1c2nc3ccccc3n2C(CC(=O)NCc2ccccn2)C(=O)N1Cc1ccccc1 (configuration not stated)	-1	-9	-4	0	0.7	-3	-4	-11	3	-6
O=c1c2[nH]c3cccc(Cl)c3c2ncn1CC1CCCO1 (configuration not stated)	0	-14	-1	-3	-0.2	-1	0	0	4	-1
COc1ccc(CNCc2ccc(F)cc2)c(OC)c1	-4	-1	1	1	-0.5	0	2	-6	-2	1
CN1CCN(CCCCOc2cccc3ccccc23)CC1	6	0	-6	2	0.3	1	0	2	-2	-15

3 records picked at random from those above:
SMILES	MBD2 inh	TDP2 absorb	SIAE inh	UHRF1 MBD2 ctr	KLK7 zymogen act	PRMT1 FP inh	TCR-CD3 inh	DDE Tn7 FP inh	LEDGF integ inh	DDE Tn6 FP inh
O=C(NCc1ccccc1)C1Cc2c(-c3cccc(F)c3)ccnc2O1 (configuration not stated)	-4	-4	4	2	0.5	2	-1	-10	-2	4
O=C(COc1ccc(Cl)cc1)Nc1ccc2[nH]ncc2c1	-3	-15	2	1	0.1	0	-5	-2	-2	2
CS(=O)(=O)N(CC(=O)Nc1cc(Cl)ccc1Cl)c1ccccc1	2	3	2	6	-0.9	-2	3	-4	0	-1

The listing continues.
SMILES	MBD2 inh	TDP2 absorb	SIAE inh	UHRF1 MBD2 ctr	KLK7 zymogen act	PRMT1 FP inh	TCR-CD3 inh	DDE Tn7 FP inh	LEDGF integ inh	DDE Tn6 FP inh
Cc1ccc(C(=O)OCC(=O)Nc2ccc3c(c2)OCCO3)cc1C	-1	2	-10	1	0.4	1	6	-5	5	3
CC1CC(C)CN(C/C=C/c2ccccc2[N+](=O)[O-])C1 (configuration not stated)	0	-19	3	1	-0.2	0	-12	-5	2	-2
COc1ccc(-c2nnc(SCC(=O)/C(C#N)=C(\C)N)o2)cc1	3	6	6	0	0.0	1	2	5	1	-3
COC(=O)c1ccc(NC(=O)C(C)Oc2ccccc2)cc1 (configuration not stated)	3	-15	-8	4	0.0	-2	-5	-2	1	-8
Cc1cc(C)cc(NC(=O)N2CCc3ccccc3C2)c1	2	0	-3	-3	0.2	0	0	4	0	1
CCn1c(O)c(N=NC2=NC(=O)CS2)c2ccccc21	-8	-3	3	1	0.6	3	7	4	1	2
CSc1nc(N)nc2c1ncn2CC(=O)NCc1ccc2c(c1)OCO2	-2	3	-1	-2	-0.5	3	4	-3	5	1
O=C(O)C1(c2ccccc2)CCN(S(=O)(=O)c2cccc(Cl)c2)CC1	2	-14	-5	-3	-0.3	-2	7	6	2	7
Brc1ccc2nc(-c3ccc(CN4CCC(c5nc6ccccc6[nH]5)CC4)cc3)c(-c3ccccc3)nc2c1	4	0	-23	0	-6.5	-2	5	-2	1	-13
NNC(=O)c1[nH]c2ccccc2c1-c1ccccc1	4	-2	5	0	-2.2	-1	-1	-1	-4	3
COc1c(F)cc2[nH]c3c(c2c1F)CCNC3=O	1	3	3	0	1.3	-4	5	-4	0	9
CC1CCN(C(=O)c2ncn(C)c2C(=O)N2CCC(C)CC2)CC1	2	-7	6	9	0.8	8	-6	5	2	4
NC(=S)n1[nH]c(-c2ccc([N+](=O)[O-])cc2)c(N=Nc2ccc(O)cc2)c1=O	1	10	-7	-9	0.1	3	1	2	2	-8
Cc1cc(C)nc(Sc2c(F)c(F)c(C(F)(F)F)c(F)c2F)n1	-1	4	1	0	-0.5	1	5	-3	3	-2
O=C1CCCN1CC(O)CS(=O)(=O)Cc1ccccc1 (configuration not stated)	-1	0	3	1	-0.4	3	-2	0	-5	-2
Cc1ccc(CNC(=O)CCCn2c(=O)[nH]c3ccccc3c2=O)cc1	2	4	-1	-4	-0.8	-5	5	1	2	-1
CCCCNC(=O)O[C@@H]1C[C@H]2CCCC(=O)N3CC[C@@H](C1)[C@@H]23	2	-8	-1	-1	0.4	0	5	-3	1	6
O=C(NCCc1ccccc1)C1CCN(Cc2cccc3ccccc23)CC1	1	-6	-8	3	0.3	4	-5	-6	-2	0
Cc1c(NC(=O)c2ccco2)cccc1-c1nc2cccnc2s1	-5	3	-10	-1	-0.1	6	3	6	2	3
COCc1[nH]nc2c1C(c1ccccc1Cl)C(C#N)=C(N)O2 (configuration not stated)	-1	-7	1	-6	-0.2	1	5	-3	-2	5
CCOC(=O)c1c(NC(=O)COc2ncnc3ccccc23)sc(C)c1C	2	8	1	-5	-0.2	-2	7	3	2	0
Cc1cccc(N(C(=O)c2snc(C(N)=O)c2N)C(C(=O)NC2CCCC2)c2ccco2)c1 (configuration not stated)	0	6	-1	-3	-2.4	-1	-2	-6	4	-2
Cc1cc(NC(=O)c2cccs2)n(-c2nc3ccccc3[nH]2)n1	7	12	-10	-1	0.1	-2	4	-1	-1	4
CCOc1ccccc1N=C1NC(=O)CS1	-3	0	-4	-1	0.6	-1	3	-4	2	-7
COCc1c(C(=O)N2CCc3ccccc32)oc2ccccc12	1	10	-3	3	0.9	-4	-9	-5	2	-2
CC12CC3CC(C)(C1)CC(C(=O)N1CCCC1)(C3)C2	1	-2	1	1	0.0	8	-4	4	0	-8
Cc1cc(C)n(C(C)CNS(=O)(=O)c2ccccc2)n1 (configuration not stated)	4	-6	-3	2	0.1	3	-5	-2	-2	0
C[C@@H]1CN([C@@H](C)CO)C(=O)CCCn2nncc2CO[C@H]1CN(C)S(=O)(=O)c1ccc(Cl)cc1	3	-3	7	2	-0.1	3	-2	-7	3	-1
O=C(CSc1ccc(-c2cccnc2)nn1)Nc1ccc(F)cc1F	0	-5	-4	-2	0.2	-8	1	-4	1	0
Cn1cc(Br)c(C(=O)N2CCc3ccccc32)n1	-3	6	10	3	-0.9	-4	0	3	0	-3
CCN1CCN(CCCNC(=O)C2CCCN(c3nnc(-n4cccc4)s3)C2)CC1 (configuration not stated)	0	-1	1	0	-0.4	-1	-3	2	-2	-2
C=C(C(=O)Nc1ccccc1)c1ccc(C)cc1	-6	6	-5	1	0.0	-3	2	10	-1	-7
